Screening results (PubChem BioAssay)
PriA SSB inh: blocks PriA binding to SSB C-terminal tail; AlphaScreen SSBct-PriA binding, biotinylated peptide; 0.6% of 430,000 active; inhibition, % at 33 µM; in the data active = inhibition mostly above about 37%, no sharp cut-off; inactive = mostly below about 20%;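 also: plate controls were negative control peptide for no effect and reference peptide for full effect; strong numbers were not always called active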
An asterisk follows results filed as active; & = joins results of further samples.

CC1(C)C2CCC1(CS(=O)(=O)Nc1ccc3c(c1)C(=O)NCC3)C(=O)C2 (stereo unspecified) was read as PriA SSB inh -13.0.
Screening CNc1nn(CC(=O)Nc2ccc(C)cc2)c(N)c1-c1nc(-c2ccccc2C)no1 returned PriA SSB inh -18.0.
`O=C(Nc1ccc(S(=O)(=O)N2CCN(c3cnccn3)CC2)cc1)c1cc(=O)c2ccccc2o1` gave PriA SSB inh -16.0.
O=[N+]([O-])c1ccc(Cl)c(C=NNC(=S)Nc2ccccc2)c1 was read as PriA SSB inh -6.9.
Screening Cc1nc2cc(NC(=O)c3ccc(S(=O)(=O)N(CC(C)C)CC(C)C)cc3)ccc2n1-c1ccccc1 returned PriA SSB inh -13.0.
Screening COc1cccc(-c2noc(C3CCN(S(=O)(=O)c4ccc(C)cc4)CC3)n2)c1OC returned PriA SSB inh -7.0.
`CCOc1cccc2sc(N(CC3CCCO3)C(=O)c3c(-c4ccccc4Cl)noc3C)nc12` (stereo unspecified) gave PriA SSB inh -2.0.
`O=C(NCCn1ncccc1=O)c1cc2ccccc2o1` gave PriA SSB inh -13.0.
`Cn1c(=NC(=O)c2ccco2)sc2cc(Cl)cc(Cl)c21` gave PriA SSB inh -13.0.
`O=C(CCc1ccccc1F)N1CCC2(CC1)OCCS2` gave PriA SSB inh 6.0.
Screening CCCCOc1ccc(C(=O)NCCOc2ccccc2)cc1 returned PriA SSB inh -16.0.
`O=C(NCCc1ccoc1)Nc1cccc(C(F)(F)F)c1` gave PriA SSB inh 6.0.
For COc1ccc(C(C)=NNC(=O)CCC(=O)Nc2ccc(Cl)cc2Cl)c(OC)c1 the results were PriA SSB inh -6.9.
`CCN1C(=O)C(C)(C)COc2ccc(NC(=O)COc3ccc(F)cc3)cc21` gave PriA SSB inh 26.0.
Screening COC(CNC(=O)C1CC(=O)N(c2ccccc2)C1)c1ccc(C)s1 (stereo unspecified) returned PriA SSB inh -12.0.
O=C(NCCc1ccccc1)NCc1cc(-c2cccs2)n(C2CCCC2)n1 was read as PriA SSB inh -12.0.
For CSc1nc2ccc(NC(=O)CN3C(=O)c4ccccc4C3=O)cc2s1 the results were PriA SSB inh -1.0.
`CC(C)(/C=N\NC(=O)c1ccncc1)CO` gave PriA SSB inh -3.0.
O=C(Cn1cncn1)Nc1ccccc1-c1cn2ccsc2n1 was read as PriA SSB inh -2.0.
`O=C(c1ccccc1Br)N(Cc1ccco1)C1CCOCC1` gave PriA SSB inh 7.0.
For O=C(NCc1ccc2[nH]c3c(c2c1)CCCC3)c1cc(Br)ccc1Cl the results were PriA SSB inh 20.0.
CCOc1ccc(C(C)C)cc1S(=O)(=O)NCCn1nc(-c2cccnc2)ccc1=O was read as PriA SSB inh -3.0&2.0.
`CCOc1ccc(C(O)=C2C(=O)C(=O)N(c3ccccn3)C2c2ccc(Cl)cc2)c(C)c1` (stereo unspecified) gave PriA SSB inh 3.6.
For O=C1N/C(=N\NC(=O)c2ccncc2)CS1 the results were PriA SSB inh 7.0.
For COc1ccc(Cl)cc1NC(=O)CN1CCC(c2nc(-c3ccc(F)cc3)no2)CC1 the results were PriA SSB inh -19.0.
Screening CC(=O)N1CCCc2ccc(NC(=O)C(=O)Nc3cc(F)ccc3F)cc21 returned PriA SSB inh -18.0.
Cc1cc(=O)[nH]c(-n2nc(C)cc2N)n1 was read as PriA SSB inh 96.0*.
Screening O=C(Nc1cccs1)N1CCC(c2nnc(C3CC3)s2)CC1 returned PriA SSB inh -9.0.
Screening COc1cc(C=NNC(=O)CC2(C)OCCO2)cc(Br)c1O returned PriA SSB inh -12.8.
For Cc1ccc(N2C[C@@H](C(=O)N3CCc4nc(NC(=O)c5ccco5)sc4C3)CC2=O)cc1C the results were PriA SSB inh -19.0.
Screening CCON=C(N)c1[nH]ncc1Br returned PriA SSB inh -11.5.
`COc1cc(C=NNC(=O)c2cccnc2)cc2c1OCO2` gave PriA SSB inh -2.7.
Screening O=C(NCCN1CCN(c2ccccc2F)CC1)C(=O)Nc1cccc(N2CCCCC2=O)c1 returned PriA SSB inh 0.0.
Cc1ccc2nc(C3CN(C(=O)c4ccccc4Br)C3)[nH]c2c1 was read as PriA SSB inh 0.0.
O=P(C(=NO)Sc1ccccc1)(N1CCOCC1)N1CCOCC1 was read as PriA SSB inh -4.8.
Cc1cccc(-n2ncc3c(=O)n4c(nc32)SCC4CC(=O)Nc2nccs2)c1 (stereo unspecified) was read as PriA SSB inh -10.0.
For Cc1nnc(NC(=O)CCc2ccc(=O)n(C)n2)s1 the results were PriA SSB inh -43.0.
For COc1ccc(S(=O)(=O)Nc2nc3ccccc3nc2NCc2ccc(F)cc2)cc1 the results were PriA SSB inh 2.0.
Screening Cc1ccc(-n2ncc3c(C)nn(Cc4ccccc4F)c(=O)c32)cc1C returned PriA SSB inh -30.0.
C=CCOc1ccc(C(O)=C2C(=O)C(=O)N(CCN(C)C)[C@@H]2c2cc(Br)c(O)c(OC)c2)cc1 was read as PriA SSB inh -18.0.
Cc1ccc(N2C(=O)C(Cc3ccccc3C)S/C2=C(\C#N)C(=O)NCc2ccco2)cc1 (stereo unspecified) was read as PriA SSB inh 3.0.
CC(C)CS(=O)(=O)C1CCN(C(=O)c2ccoc2)CC1 was read as PriA SSB inh -7.0.
`Cc1cc2cc(CCNC(=O)C3CCCC3)c(=O)[nH]c2cc1C` gave PriA SSB inh -1.0.
O=S(=O)(Cc1cccc(Cl)c1)N1CCOC(c2ccccc2)C1 (stereo unspecified) was read as PriA SSB inh -18.0.
C=c1cc(C)n(CC(=O)NCc2ccc(OC)cc2)c(=O)c1=C1N=C(c2ccc3c(c2)OCO3)NO1 was read as PriA SSB inh -8.0.
`CCc1ccc(N2C(=O)N(Cc3ccccc3C#N)c3ccccc3S2(=O)=O)cc1` gave PriA SSB inh -11.0.
Screening Cn1nc(CCC(=O)NCCc2ccc(Cl)cc2)ccc1=O returned PriA SSB inh -9.0.
`O=C(CN1C(=O)COc2ccccc21)Nc1ccc(F)c(F)c1` gave PriA SSB inh 13.8.
`O=C(COc1ccccc1F)NCCn1nc(C2CC2)n(-c2ccccc2)c1=O` gave PriA SSB inh -5.0.
Screening O=S(=O)(NC1CCC(Oc2cnccn2)CC1)c1ccc2c(c1)CCO2 (stereo unspecified) returned PriA SSB inh -4.0.
O=C(Cn1cnc2ccccc21)NN=Cc1ccccc1[N+](=O)[O-] was read as PriA SSB inh -2.3.
`COc1ccc(-c2cnc(CNC(=O)c3ccc4c(c3)OCO4)[nH]2)cc1` gave PriA SSB inh 12.0.
Cc1ccccc1OCC(=O)NN=Cc1ccc2c(c1)OCCO2 was read as PriA SSB inh -8.1.
CS(=O)(=O)c1ccc2nc(NC(=O)C3CCN(Cc4nc5ccccc5[nH]4)CC3)sc2c1 was read as PriA SSB inh -6.0.
COc1ccc(Cl)cc1S(=O)(=O)NCC1CCN(Cc2ccco2)CC1 was read as PriA SSB inh 7.0.
Screening O=C(Nc1nnc(-c2ccno2)o1)c1ccc2ncsc2c1 returned PriA SSB inh 12.0.
Cc1cc(=O)[nH]c(-n2nc(C)c(CCC(=O)O)c2C)n1 was read as PriA SSB inh 10.0.
`Cc1cc(C)cc(OCC(=O)NCCOc2cc(N3CCOCC3)ncn2)c1` gave PriA SSB inh -14.0.
Screening COC(=O)Nc1nc(CC(=O)Nc2ccc(S(N)(=O)=O)cc2)cs1 returned PriA SSB inh -11.0&-1.0.
COc1ccc(Cn2c3ccc(Cl)cc3c3nc4ccccc4nc32)cc1OC was read as PriA SSB inh -4.0.

Sorted by heavy-atom count (high to low): part of the list above
C=c1cc(C)n(CC(=O)NCc2ccc(OC)cc2)c(=O)c1=C1N=C(c2ccc3c(c2)OCO3)NO1 was read as PriA SSB inh -8.0.
Cc1ccc(N2C(=O)C(Cc3ccccc3C)S/C2=C(\C#N)C(=O)NCc2ccco2)cc1 (stereo unspecified) was read as PriA SSB inh 3.0.
CS(=O)(=O)c1ccc2nc(NC(=O)C3CCN(Cc4nc5ccccc5[nH]4)CC3)sc2c1 was read as PriA SSB inh -6.0.
`CCc1ccc(N2C(=O)N(Cc3ccccc3C#N)c3ccccc3S2(=O)=O)cc1` gave PriA SSB inh -11.0.
COc1ccc(Cn2c3ccc(Cl)cc3c3nc4ccccc4nc32)cc1OC was read as PriA SSB inh -4.0.
`Cc1cc(C)cc(OCC(=O)NCCOc2cc(N3CCOCC3)ncn2)c1` gave PriA SSB inh -14.0.
COc1ccc(Cl)cc1S(=O)(=O)NCC1CCN(Cc2ccco2)CC1 was read as PriA SSB inh 7.0.
Cc1ccccc1OCC(=O)NN=Cc1ccc2c(c1)OCCO2 was read as PriA SSB inh -8.1.
`O=C(CN1C(=O)COc2ccccc21)Nc1ccc(F)c(F)c1` gave PriA SSB inh 13.8.
Screening Cn1nc(CCC(=O)NCCc2ccc(Cl)cc2)ccc1=O returned PriA SSB inh -9.0.
CC(C)CS(=O)(=O)C1CCN(C(=O)c2ccoc2)CC1 was read as PriA SSB inh -7.0.

Additional compounds follow.
`CCOC(=O)c1c(NC(NC(=O)c2ccco2)C(=O)c2ccccc2)sc2c1CCCC2` (stereo unspecified) gave PriA SSB inh -9.0&3.0.
`COc1ccc(C=NNC(=O)c2nc(-c3ccccc3)n(-c3ccccc3)n2)cc1OC` gave PriA SSB inh -15.7.
`O=C(NC(=O)c1c(F)cccc1F)ON=C1CCCc2occc21` gave PriA SSB inh -7.3.
`COc1ccc(CCNC(=O)Nc2ccc(-c3cnc4n3CCC4)cc2)cc1` gave PriA SSB inh -3.0.
Cc1ccc(Cl)c2sc(N(CCN3CCOCC3)C(=O)c3ccc([N+](=O)[O-])s3)nc12 was read as PriA SSB inh -9.0.
`O=C(c1cccc(C(F)(F)F)c1)N1CCc2cnc(N3CCOCC3)nc2C1` gave PriA SSB inh -16.0.
Screening COc1ccccc1CNC(=O)Cc1cn(Cc2ccc(F)cc2)c2ccccc12 returned PriA SSB inh -13.0.
O=c1cccnn1CCCNS(=O)(=O)c1ccc2c(c1)OCCO2 was read as PriA SSB inh -1.0.
`O=C(COc1ccc(Cl)cc1)Nc1nnc(SCC(=O)Nc2cc(C(F)(F)F)ccc2Cl)s1` gave PriA SSB inh -3.0.
Cc1nc(N2CCC(NC(=O)C(C)n3cccn3)CC2)cc(C(F)(F)F)n1 (stereo unspecified) was read as PriA SSB inh 5.0.
For Cc1sc(NC(=O)/C=C/c2ccc([N+](=O)[O-])cc2)c(C#N)c1C the results were PriA SSB inh -12.0.
COc1cccc(C=NNC(=O)c2ccc(COc3ccc(Cl)cc3Cl)o2)c1 was read as PriA SSB inh -13.9.
Cn1cc(C(=O)NN=Cc2cccc(O)c2)ccc1=O was read as PriA SSB inh -21.4.
Screening O=C(NC1CCN(c2ccccn2)C1)c1ccco1 (stereo unspecified) returned PriA SSB inh 8.0.
For O=C(CP(=O)(c1ccccc1)c1ccccc1)NN=Cc1cc(Br)cc(Br)c1O the results were PriA SSB inh -5.6.
For CCOc1nc(C)c(NC(=O)Nc2ccc(F)cc2)c(C)n1 the results were PriA SSB inh -10.0.
Screening Cc1nc(C)c(CC(=O)N2CCN(S(C)(=O)=O)CC2)s1 returned PriA SSB inh 5.0.
`COc1ccc(OC)c2sc(N(CCN3CCOCC3)C(=O)c3cccc(C(F)(F)F)c3)nc12` gave PriA SSB inh -2.0.
O=C(Nc1ccc(F)cc1)C1=Cc2cc(Br)ccc2OC=C1 was read as PriA SSB inh 3.0.
`Cc1nc(NC(=O)C2CCCN(c3ccc(-n4ccnc4)nn3)C2)sc1C` (stereo unspecified) gave PriA SSB inh -3.0.
Screening CC(=O)N1CCc2ccc(NS(=O)(=O)c3ccc(F)cc3C)cc21 returned PriA SSB inh -16.0.
O=C(O)COc1ccc(Br)cc1C=NO was read as PriA SSB inh -1.7.
For O=S(=O)(c1c(Cl)cccc1Cl)N1CCN(Cc2ccc3c(c2)OCO3)CC1 the results were PriA SSB inh -13.0.
For O=C(Nc1nnc(-c2ccc(Br)cc2)o1)c1ccc(Cl)s1 the results were PriA SSB inh -9.0.
O=C(NCC1CCN(Cc2cccs2)CC1)c1ccccc1C(F)(F)F was read as PriA SSB inh -9.0&-7.0.
Cc1ccc(C)c(C=NNC(=S)NCCc2ccccc2)c1 was read as PriA SSB inh -5.3.
Screening Cc1ccc(NCC(=O)NN=Cc2ccc(OC(=O)c3ccco3)cc2)cc1 returned PriA SSB inh 6.5.
For CC(=O)[C@H](C)n1c(-c2ccccc2)cn2c3c(=O)n(C)c(=O)n(C)c3nc12 the results were PriA SSB inh -3.0.
For CCOC(=O)c1ccc(NC(=O)c2cccn(Cc3ccccc3Cl)c2=O)cc1 the results were PriA SSB inh -22.0.
`COc1ccc(/C=C/C(=O)/C=C/c2ccc(OC)cc2)cc1` gave PriA SSB inh 3.0.
Screening Cn1c(=O)c2c(Cl)ccnc2n(C)c1=O returned PriA SSB inh 6.0.
For Cc1nc2c([nH]1)CC(C(=O)N1CCN(S(C)(=O)=O)CC1)CC2 (stereo unspecified) the results were PriA SSB inh -15.0.
CS(=O)(=O)c1cccc(C(=O)Nc2nc(-c3cc4ccccc4o3)cs2)c1 was read as PriA SSB inh -3.0.
Screening C=CCN1C(=O)/C(=C/c2ccccc2Cl)SC1=Nc1ccccc1 returned PriA SSB inh 8.0.
For COCCn1c(SCc2nc(-c3cccc(Cl)c3)oc2C)nc2ccccc2c1=O the results were PriA SSB inh 0.0.
Screening Nc1nnnn1N=Cc1ccccc1OCc1ccc(Cl)cc1Cl returned PriA SSB inh 0.0.
Screening CCOc1ncccc1C(=O)N1CCN(c2ccc(-c3ccc(Cl)cc3)nn2)CC1 returned PriA SSB inh -14.0.
Screening COCCNC(=O)CSc1nc(CC(=O)NCc2cccs2)cc(=O)[nH]1 returned PriA SSB inh -25.0.
Screening CN1CCC2(CC1)NC(=O)N(CC(=O)N1CCc3ccccc31)C2=O returned PriA SSB inh -10.0.
CCC(=NNc1cccc(Cl)c1)c1cnnc(SC)n1 was read as PriA SSB inh 0.3.
`CCc1c(C)nc(SCC(=O)NCc2ccccc2Cl)[nH]c1=O` gave PriA SSB inh 1.0.
Screening CN(C)CCCN(C(=O)c1ccc(Br)s1)c1nc2c(F)cc(F)cc2s1 returned PriA SSB inh -10.0.
`C/C=C\C(=O)NCCn1ncc2c(=O)n(Cc3cccc(F)c3)cnc21` gave PriA SSB inh -5.0.

These rows are one share of the data; the hit share may differ from the screen's.
